# TRPC6 inh: blocks the mouse TRPC6 cation channel | AID 2553 | actives 1.1% (n = 310,000) | B-score at 10 µM | HEK293-TRPC6, membrane potential dye, ACh-evoked depolarization; hits give low values;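 active means B-score under library mean minus 3 SD, initial fluorescence not abnormally high, positive integrated signal ratio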;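 further: B-score derived from integrated fluorescence ratio over the kinetic read; more negative B-score means stronger inhibition of depolarization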
# RGS4 inh: human RGS4 inhibition. P49798. HEK293 M3R/RGS4 inducible, Fluo-4 calcium flux; hits give high values; triggered by carbachol at its EC20. B-score at 10 µM. actives 0.45% (n = 310,000);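 active means B-score, a plate-corrected calcium signal, over three deviations above library mean, with baseline fluorescence within five deviations of library mean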;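 further: RGS4 expression induced by doxycycline in cells with stable M3 receptor; B-score is computed from the integrated fluorescence ratio over baseline after carbachol; higher B-score means a larger calcium signal and so more RGS4 inhibition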
# Target sequence (P49798 whole entry, looked up): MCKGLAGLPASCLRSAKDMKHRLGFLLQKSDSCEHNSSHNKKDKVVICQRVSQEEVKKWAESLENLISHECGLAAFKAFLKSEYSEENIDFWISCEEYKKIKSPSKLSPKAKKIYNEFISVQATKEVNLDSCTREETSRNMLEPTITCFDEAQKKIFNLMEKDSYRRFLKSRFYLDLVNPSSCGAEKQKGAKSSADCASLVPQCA
# ANO1 activ: activates or potentiates the mouse TMEM16A chloride channel. Q8BHY3. HEK293 TMEM16A/YFP-H148Q/I152L, iodide quench fluorescence; hits give low values. B-score at 10 µM. actives 0.3% (n = 340,000);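 active means fluorescence-ratio B-score plate-corrected deviation score at least 3 library SD below zero, with starting fluorescence score within 5 deviations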;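 further: channel opened by trigger with iodide after compound preincubation; score built on the fluorescence ratio of max minus min over baseline; more negative score means more quench and so TMEM16A activation or potentiation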
# Target sequence (Q8BHY3 whole entry, looked up): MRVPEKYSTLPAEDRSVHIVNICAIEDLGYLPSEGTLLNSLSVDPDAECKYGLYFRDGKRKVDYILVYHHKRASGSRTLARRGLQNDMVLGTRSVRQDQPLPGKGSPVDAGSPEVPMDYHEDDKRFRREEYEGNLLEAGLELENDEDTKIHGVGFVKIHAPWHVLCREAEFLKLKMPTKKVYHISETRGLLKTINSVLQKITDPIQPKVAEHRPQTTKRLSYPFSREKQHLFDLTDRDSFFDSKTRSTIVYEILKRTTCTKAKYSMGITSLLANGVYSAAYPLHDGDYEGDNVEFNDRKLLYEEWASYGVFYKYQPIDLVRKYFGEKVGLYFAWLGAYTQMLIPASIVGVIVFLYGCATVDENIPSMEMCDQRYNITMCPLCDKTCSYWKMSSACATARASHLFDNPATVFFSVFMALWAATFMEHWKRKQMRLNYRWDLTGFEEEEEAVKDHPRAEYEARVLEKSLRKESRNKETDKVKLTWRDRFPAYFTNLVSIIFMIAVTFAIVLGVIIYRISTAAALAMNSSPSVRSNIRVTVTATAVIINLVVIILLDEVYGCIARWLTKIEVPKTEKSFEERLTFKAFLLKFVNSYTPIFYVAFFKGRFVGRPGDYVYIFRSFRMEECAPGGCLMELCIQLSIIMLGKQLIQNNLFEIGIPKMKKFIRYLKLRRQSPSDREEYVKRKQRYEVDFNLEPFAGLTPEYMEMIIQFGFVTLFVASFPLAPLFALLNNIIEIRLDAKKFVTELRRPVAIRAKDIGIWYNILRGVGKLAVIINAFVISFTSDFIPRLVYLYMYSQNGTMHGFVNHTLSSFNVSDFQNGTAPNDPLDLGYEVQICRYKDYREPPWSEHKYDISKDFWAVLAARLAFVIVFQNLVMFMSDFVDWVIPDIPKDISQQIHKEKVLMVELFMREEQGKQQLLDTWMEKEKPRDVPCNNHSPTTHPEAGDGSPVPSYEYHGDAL
# ANO1 block: mouse TMEM16A channel inhibition, primary screen. Q8BHY3. HEK293 TMEM16A/YFP iodide influx fluorescence, ionomycin. normalized B-score (activity score, 25-100; higher = stronger inhibition) at 10 µM. actives 1.2% (n = 310,000). AID 588511;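 active means ratio plate-corrected score three or more library SD toward inhibition, starting fluorescence score within five deviations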;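 further: score derived from kinetic fluorescence span divided by baseline fluorescence per well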
# MrgX1 PAM: allosterically activates human MrgX1 receptor signaling; actives 0.63% (n = 310,000); Q96LB2; MrgX1-HEK293, Fluo-4 calcium flux, FDSS; hits give high values; B-score at 10 µM;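 active means plate-corrected calcium response at least 3 library SD above typical, normal starting fluorescence, not activating the receptor alone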;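 further: compound read alongside a low EC10 to EC30 dose of BAM8-22 agonist; peak minus trough fluorescence over baseline measured at the second addition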
# MrgX1 antagonist: antagonists of human MrgX1 receptor. MRGX1-HEK293 calcium flux, Fluo-4, BAM8-22 antagonism; hits give low values. B-score at 10 µM. actives 1.3% (n = 310,000);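 active means calcium-response B-score plate-corrected more than 3 library SD below zero, starting fluorescence within 5 deviations, no agonist response on first addition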;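 further: peak minus trough fluorescence over baseline after final BAM8-22 challenge near maximal dose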
# MrgX1 agonist: agonists of human MrgX1 receptor; Q96LB2; MrgX1-HEK293 cells, Fluo-4 calcium fluorescence, agonist mode; hits give high values; B-score at 10 µM; actives 0.44% (n = 310,000);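 active means calcium response B-score plate-corrected fluorescence ratio at least 3 library SD, with starting fluorescence B-score inside 5 SD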
#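 System: HEK293 cells stably expressing human MrgX1 receptor; Dosing: test compound in the initial addition of three; Schedule: overnight plating, then 30 min 37 °C plus 30 min room-temperature dye loading; Detection: kinetic calcium dye fluorescence, Fluo-4 NW; Controls: per-plate positive and negative controls for Z′ factor.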
# HDAC3 inhib: blocks human histone deacetylase 3 | O15379 | recombinant HDAC3, fluorogenic peptide/trypsin coupled, fluorescence | inhibition, % at 8.3 µM | actives 0.15% (n = 320,000); in the data active means inhibition above about 26%, passing the limit was not always enough; inconclusive means no clear call, values can overlap the other calls
# SKKanGAS inh: blocks kanamycin growth of S. pyogenes SKKanGAS strain. BacTiter-Glo, 6 h. inhibition, % at 7.5 µM. AID 1662. actives 1.3% (n = 300,000);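 active means mean replicate score, as percent of positive control median, at least 50; inconclusive means mean below 50 but one replicate at or above 50; inactive means mean and every replicate below 50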;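 further: strain carries kanamycin resistance gene driven by streptokinase promoter and grows in 40 µg/ml kanamycin; loss of luminescence reflects streptokinase promoter inhibition or plain growth inhibition; 0% = median of DMSO wells and 100% = positive control at its reference dose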
# RGS4 pot: RGS4 potentiation or activation; actives 0.92% (n = 310,000); B-score at 10 µM; HEK293 M3R/inducible RGS4, carbachol calcium flux Fluo4; hits give low values; AID 463111;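 active means B-score of the integrated calcium signal more than 4 SD below the library mean, with starting fluorescence not abnormally high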;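 further: negative B-score means reduced calcium response which marks RGS4 activation or potentiation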
#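 Reagent: ECmax carbachol challenge; Test system: M3R-expressing HEK293 line, RGS4 induced by doxycycline; Schedule: overnight RGS4 induction, 30 min dye load 37 °C, 20 min compound RT; Detection: calcium dye Fluo4 fluorescence; Read-out: Agonist-evoked peak-minus-minimum fluorescence over baseline, integrated ratio, B score.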
# TRPC6 activator: activators of mouse TRPC6 channel; AID 2550; actives 0.13% (n = 310,000); HEK293-TRPC6 membrane potential dye fluorescence; hits give high values; Q61143; B-score at 10 µM;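 active means B-score of the integrated fluorescence ratio above library mean plus 3 SD, and starting fluorescence ratio within library mean plus 5 SD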;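 further: higher score means more depolarization so channel activation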
# * marks the source's active call; other numbers are inactive results; i = inactive; ? = inconclusive; . = no result given. An unsorted share of the library (roughly 6.7% active in at least one column).
SMILES,TRPC6 inh,RGS4 inh,ANO1 activ,ANO1 block,MrgX1 PAM,MrgX1 antagonist,MrgX1 agonist,HDAC3 inhib,SKKanGAS inh,RGS4 pot,TRPC6 activator
COc1cccc(CN2CCC(n3nccc3NC(=O)CCOc3ccccc3)CC2)c1,i,i,i,i,i,i,i,1.6,3.8,i,i
CCc1ccc(OCC(=O)NC(NC(=S)Nc2ccc(C)cc2C)C(Cl)(Cl)Cl)cc1 (centres undefined),i,i,i,i,i,i,i,-0.3,68.0*,i,i
COc1ccccc1C1NC(=O)NC(C)=C1C(=O)OC1CCCC(C)C1 (centres undefined),i,i,i,i,i,i,i,2.2,8.5,i,i
CCOC(=O)N1CCC(N2CCCC(C(=O)c3cccc(OC(C)C)c3)C2)CC1 (centres undefined),i,i,i,i,i,i,i,5.1,-6.9,i,i
COC(=O)CC/C(O)=C1\C(=O)CC(C)(C)CC1=NCc1nc2ccccc2[nH]1,i,i,i,i,i,i,i,3.2,-3.7,i,i
CCOc1ccc(-n2c(SCC(=O)NC)nnc2-c2ccco2)cc1,i,i,i,i,i,i,i,-6.0,-1.1,i,i
CCCCc1cc(=O)oc2cc(OCC(=O)NCCN3CCOCC3)ccc12,i,i,i,i,i,i,i,5.0,-0.1,i,i
C/C(Cn1nnc([N+](=O)[O-])n1)=N\NC(=O)c1ccccc1,i,i,i,i,i,i,i,5.1,1.8,i,i
Clc1ccc(C2CC(c3ccccc3)Nc3ncnn32)cc1 (centres undefined),i,i,i,i,i,i,i,9.8,-2.9,i,i
O=C(N/N=C/c1ccsc1)c1cc(O)cc(O)c1,i,i,i,i,i,i,i,10.1,-3.9,i,i
Cc1c(C(=O)Nc2cnccn2)oc2ccccc12,i,i,i,i,i,i,i,3.5,-0.4,i,i
CS(=O)(=O)N1CCC(C(=O)Nc2ccc(Cl)c(C(F)(F)F)c2)CC1,i,i,i,i,i,i,i,4.0,-8.1,i,i
N#Cc1c(NCc2ccccc2)ccnc1NCc1cccnc1,i,i,i,100*,i,i,i,-2.2,-5.8,i,i
O=C(Nc1nnc(S(=O)(=O)N2CCOCC2)s1)c1ccccc1F,i,i,i,i,i,i,i,4.1,13.5,i,i
Cn1c(N)c(C(C[N+](=O)[O-])c2c(F)cccc2Cl)c(=O)n(C)c1=O (centres undefined),i,i,i,i,i,i,i,6.6,3.3,i,i
OCc1ccc(O)c2ncccc12,i,i,i,i,i,i,i,0.1,4.5,i,i
CCOc1ccc(/C=C/C(=O)Nc2ccc3[nH]c(=O)[nH]c3c2)cc1,i,i,i,i,i,i,i,4.5,2.0,i,i
Cc1nnc(NC(=O)Oc2ccccc2)s1,i,i,.,i,i,i,i,-7.7,-0.9,i,i
C/C(=N\NC(=O)c1ccccc1[N+](=O)[O-])c1ccc(Br)s1,i,i,i,i,i,i,i,5.1,-2.5,i,i
COc1ccc(C(=O)OCCCN(C)C)cc1OC,i,i,i,i,i,i,i,3.4,-2.4,i,i
C=CCn1cc(Cl)cc(C(=O)Nc2ccccc2)c1=O,i,i,i,i,i,i,i,-2.2,-2.0,i,i
Cc1n(CC(=O)c2ccc(F)cc2)c2ccccc2[n+]1C,i,i,i,i,i,i,i,-9.0,-5.9,i,i
CCCN(CCC)C(=O)Cn1ccc(=N)c2ccccc21,i,i,i,i,i,i,i,-2.8,-2.0,i,i
COCC(=O)NC1CCN(C(=O)NCc2ccccc2)CC1,i,i,i,i,i,i,i,7.4,-0.5,i,i
O=C(NCc1ccccn1)c1cc(-c2ccccc2)on1,i,i,i,i,i,i,i,1.1,1.7,i,i
SMILES,TRPC6 inh,RGS4 inh,ANO1 activ,ANO1 block,MrgX1 PAM,MrgX1 antagonist,MrgX1 agonist,HDAC3 inhib,SKKanGAS inh,RGS4 pot,TRPC6 activator
O=C(N/N=C/c1c(O)ccc2ccccc12)c1ccc(Br)o1,i,i,i,i,i,-4.99*,i,0.6,105.6*,i,i
COc1ccccc1NC(=O)CNc1ccc(F)c(Cl)c1,i,i,i,i,i,i,i,1.1,4.5,i,i
Oc1ccccc1N=Cc1ccc[nH]1,i,i,i,i,i,i,i,-1.7,2.2,i,i
Cc1ccc(OCC2Cn3c(nc4c3c(=O)n(C)c(=O)n4C)O2)cc1 (centres undefined),i,i,i,i,i,i,i,-1.1,-8.2,i,i
CCn1c(CNC(=O)c2ccco2)nnc1SCC(=O)Nc1cc(C(F)(F)F)ccc1Cl,i,i,i,i,i,i,i,-3.1,-1.5,i,i
C=Cc1ccc2c(c1)OCCOCCOCCOCCOCCO2,i,i,i,i,i,i,i,13.1,-1.6,i,i
Cc1ccc(-n2cc(C(C)(C)C)[nH]c2=S)cc1,i,i,i,i,i,i,i,-4.0,-3.5,i,i
O=C(Nc1ccncc1)Nc1ccc(F)cc1F,i,i,i,i,i,i,i,1.0,-0.6,i,i
NNc1nnc(-c2ccccc2)c(-c2ccccc2)n1,i,i,i,i,i,i,i,1.8,-8.5,i,i
COCCNC(=O)/C(C#N)=C/c1c(N2CCN(C)CC2)nc2ccccn2c1=O,i,i,i,i,i,i,i,-27.5,-5.7,i,i
COc1ccc(OC)c(/C(C)=N/Nc2ccc(C(=O)O)cc2)c1,i,i,i,i,i,i,i,?,-2.3,i,i
Cc1nc(NCCCN2CCOCC2)c2oc3ccccc3c2n1,i,i,i,i,i,i,i,2.6,0.1,i,i
CCCCc1cc(=O)oc2cc(OCC(=O)N[C@@H](Cc3ccccc3)C(=O)O)ccc12,i,i,i,i,i,i,i,-11.7,9.1,i,i
CCOc1ccc(NC(=S)Nc2cccc3cnccc23)cc1,i,i,i,i,i,i,i,1.3,-2.5,i,i
CCOC(=O)C1=C(C)N=c2s/c(=C/c3ccc(OCC(=O)O)cc3)c(=O)n2C1c1ccc(F)cc1 (centres undefined),i,i,i,i,i,i,i,5.6,25.6,-8.32*,i
COc1cc(OC)c(CN2CCC(Cc3ccccc3)CC2)cc1Br,i,i,i,i,i,i,i,-0.3,-3.7,i,i
C/C(=N\OC(=O)c1cccc(C)c1)c1sc(-c2ccccc2)nc1C,i,i,i,i,i,i,i,-1.4,-1.1,i,i
CCC(C)c1nc2ccsc2c(N2CCOC2=O)c1-c1ccccc1 (centres undefined),i,i,i,i,i,i,i,6.9,-2.9,i,i
Cc1ccc(C(=O)NC2(C(F)(F)F)NC(=O)N(c3ccc(Cl)cc3)C2=O)cc1 (centres undefined),i,i,i,i,i,i,i,10.2,-1.1,i,i
COc1ccc([N+](=O)[O-])cc1NC(=O)c1ccc(CN(c2ccc(C)c(C)c2)S(C)(=O)=O)cc1,i,i,i,i,i,i,i,6.7,7.4,i,i
CCCCCCn1cc(C(=O)O)c(=O)c2ccccc21,i,i,i,i,i,i,i,3.0,12.8,i,i
CCc1ccc2c(CN3CCN(S(=O)(=O)c4cccs4)CC3)cc(=O)oc2c1,i,i,i,i,i,i,i,0.5,5.8,i,i
CCOc1cc(CNn2cnnc2)cc(Br)c1OCC(=O)NC(C)(C)C,i,i,i,i,i,i,i,-2.3,-1.3,i,i
O=C(Nc1ccccc1C(=O)O)/C(=C/c1ccc(Cl)cc1Cl)NC(=O)c1ccco1,i,i,i,i,i,i,i,.,5.4,i,i
O=C(CN1C(=O)c2ccccc2C1=O)Oc1ccc(Cl)cc1,i,i,i,i,i,i,i,6.3,-3.2,i,i
SMILES,TRPC6 inh,RGS4 inh,ANO1 activ,ANO1 block,MrgX1 PAM,MrgX1 antagonist,MrgX1 agonist,HDAC3 inhib,SKKanGAS inh,RGS4 pot,TRPC6 activator
CCOc1ccccc1C(=O)Nc1cc(=O)n(C)c(=O)n1C,i,i,i,i,i,i,i,-1.6,-3.4,i,i
CCN(CC)C(=O)c1ccc(N)cc1,i,i,i,i,i,i,i,0.6,0.3,i,i
O=C(CCl)N(C1CCCC1)C1CCS(=O)(=O)C1 (centres undefined),i,i,i,i,i,i,i,2.3,-1.0,i,i
CNC(=O)NC(=S)NC(=O)c1cccc(Cl)c1,i,i,i,i,i,i,i,4.2,-1.9,i,i
Cc1ccc(NC(=O)Cc2c(C(=O)O)n(C)c3ccccc23)cc1F,i,i,i,i,i,i,i,3.6,9.4,i,i
O=C(CN1CCC(n2nnc3cc(F)ccc32)CC1)NCCc1nc2ccccc2[nH]1,i,i,i,i,i,i,i,-1.2,2.4,i,i
COc1c(C)cc(S(=O)(=O)NCc2ccco2)c(C)c1C,i,i,i,i,i,i,i,5.0,0.0,i,i
Cc1cnc(NC2=NCCC2)s1,i,i,i,i,i,i,i,-1.3,-2.3,i,i
O=[N+]([O-])c1c(NCc2ccccc2)cc(N2CCc3ccccc3C2)c2nonc12,i,i,i,i,i,-5.95*,i,?,13.6,i,i
CC(C)=CCN1CCN(Cc2ccc(C)s2)CC1CCO (centres undefined),i,i,i,i,i,i,i,0.3,-2.5,i,i
CCCCCCCC1CC(/C(C)=N/NC(N)=O)OC1=O (centres undefined),i,i,i,i,i,i,i,0.8,-1.2,i,i
CCC1CCCCN1C(=O)CSc1nnc(-c2cccs2)o1 (centres undefined),i,i,i,i,i,i,i,-5.0,-6.1,i,i
CC(C)CCNC(=O)C(C)N(C(=O)Cn1nnc(-c2ccc(F)cc2)n1)C1CCCC1 (centres undefined),i,i,i,i,i,i,i,12.2,-6.3,i,i
COc1ccc(C(=O)NC(=S)Nc2ccc(Cc3ccncc3)cc2)cc1,i,i,i,i,i,i,i,9.6,-4.8,i,i
CCOc1cc(C(=O)N/N=C/c2ccsc2)cc(OCC)c1OCC,i,i,i,i,i,i,i,-2.6,1.5,i,i
COCCNC(=O)C(c1ccccc1C)N(C(=O)Cn1nnc2ccccc21)c1cccnc1 (centres undefined),i,i,i,i,i,i,i,-10.3,-1.2,i,i
O=C(Nc1cccc(Cl)c1)NC1CCN(C2CCCCC2)C1 (centres undefined),i,i,i,i,i,i,i,8.8,-4.1,i,i
Oc1ccc(-c2nnc(Nc3ccccc3)c3ccccc23)cc1,i,i,i,i,i,i,i,2.1,7.0,i,i
CC(=O)Nc1ccc(S(=O)(=O)c2ccc(N)cc2)cc1,i,i,i,i,i,i,i,-6.9,-8.9,i,i
Cc1cccc2c1-c1sc(C(=O)NCCCN3CCCC(C)C3)cc1CO2 (centres undefined),i,i,i,i,i,i,i,-272.3,-2.5,i,i
CC(=O)Nc1ccc(S(=O)(=O)N2CCCN(c3nc(C)cc(C)c3C#N)CC2)cc1,i,i,i,i,i,i,i,-9.8,-6.3,i,i
CCC(Sc1ncccc1C(=O)OC(C)C)C(=O)NCc1ccco1 (centres undefined),i,i,i,i,i,i,i,-4.6,5.3,i,i
